Screening results (PubChem BioAssay)
ALOX12 inh: blocks human arachidonate 12S-lipoxygenase; P18054; purified 12hLO, xylenol orange hydroperoxide absorbance; Potency, µM (series often up to 108 µM), for inactives: top-dose activity change, negative = inhibition, actives largely listed as inhibitors; 580,000 tested, 1.1% active; AID 1671190; active = well fitted inhibition curve with a large enough effect; inconclusive = small, poorly fitted or top-dose-only effect, or another doubt; inactive = no such curve, though single readings can be large or run the other way
Target sequence (P18054 whole entry, looked up): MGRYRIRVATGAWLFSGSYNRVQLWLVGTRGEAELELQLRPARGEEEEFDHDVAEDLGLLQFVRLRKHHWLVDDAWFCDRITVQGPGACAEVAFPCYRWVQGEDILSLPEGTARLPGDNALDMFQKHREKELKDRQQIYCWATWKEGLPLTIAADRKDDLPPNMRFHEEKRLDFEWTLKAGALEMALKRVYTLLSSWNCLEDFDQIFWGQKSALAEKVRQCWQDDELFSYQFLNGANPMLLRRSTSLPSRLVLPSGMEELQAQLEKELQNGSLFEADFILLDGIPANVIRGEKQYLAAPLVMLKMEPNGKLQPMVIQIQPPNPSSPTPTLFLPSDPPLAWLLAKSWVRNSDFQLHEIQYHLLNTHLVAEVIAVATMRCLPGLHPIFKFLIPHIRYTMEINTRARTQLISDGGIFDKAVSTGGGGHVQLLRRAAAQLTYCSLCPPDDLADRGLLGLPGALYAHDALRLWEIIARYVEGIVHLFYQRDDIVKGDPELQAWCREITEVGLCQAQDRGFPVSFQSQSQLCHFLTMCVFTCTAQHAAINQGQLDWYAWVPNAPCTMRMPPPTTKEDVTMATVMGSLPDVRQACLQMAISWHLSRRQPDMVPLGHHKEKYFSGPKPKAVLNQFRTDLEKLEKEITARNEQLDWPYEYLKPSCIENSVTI
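Purified human 12hLO at 150 nM in 25 mM Hepes, 0.01% Triton X-100, pH 7.0, preincubated 15 min at room temperature with compound. Reaction started with 40 uM arachidonic acid, 30 min at room temperature. Hydroperoxide measured by Fe-xylenol orange, 573/405 nm absorbance ratio.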
The depositor's hits bear a star; ? = inconclusive; [ ] = remark or other dose. % is set by controls: 0 for no effect and ±100 for the full control effect; potency is the fitted concentration of half-maximal effect. These rows are one share of the data; rates above refer to the full screens.

Start of the data: the first three compounds, to show the layout:
structure,ALOX12 inh
CCC(=O)NCC(c1ccsc1)N(C)C (stereo not drawn),-3%
O=C(CSc1nnc(-c2ccncc2)n1-c1ccc(F)cc1)NCc1ccc2c(c1)OCO2,5%
O=C(C1CCOCC1)N1CCC(N2C(=O)C(O)C23CCCCC3)CC1 (stereo not drawn),5%

Main list (from the top)
structure,ALOX12 inh
CCC(=O)NCC(c1ccsc1)N(C)C (stereo not drawn),-3%
O=C(CSc1nnc(-c2ccncc2)n1-c1ccc(F)cc1)NCc1ccc2c(c1)OCO2,5%
O=C(C1CCOCC1)N1CCC(N2C(=O)C(O)C23CCCCC3)CC1 (stereo not drawn),5%
CSc1ccccc1C(=O)NC(C)C,19%
CCOc1cc(/C=C2\NC(=O)NC2=O)cc(I)c1OC(C)C,-9%
Cc1nc(CN2CCOc3cc([S+](=O)([O-])Nc4ccccc4)ccc3C2)cs1,27%[176 µM]
O=C(N[C@@H]1COCC[C@@H]1OCc1ccccn1)c1n[nH]c2c1CCC2,20%
CCNC(=O)O[C@@H]1CO[C@H]2[C@@H]1OC[C@@H]2NC(=O)Nc1ccc(C(C)C)cc1,52%[activator][176 µM]
Nc1nc(C2CC(NC(=O)c3csc4c3CCCC4)C2)cc(=O)[nH]1 (stereo not drawn),-11%
CCOC(=O)C1(Cc2ccc(OC)cc2)CCN(C(=O)c2cccc(Cl)c2)CC1,-4%
CC(C)n1cc(CN2CCCCCNC(=O)[C@@H]3CCC[C@@H]32)c2ccccc21,216%[activator]
Cc1noc(-c2cccc(OC3CN(C(=O)Nc4ccccc4)C3)c2)n1,9%
CCCN1CC(C(=O)N2CCn3nc(Cc4ccccc4)cc3C2)CCC1=O (stereo not drawn),-44%
O=C(c1ccc(Cl)cc1)N(Cc1cccnc1)Cc1cc2ccccc2[nH]c1=O,-15%
CN(Cc1ccco1)C(=O)COc1ccc(N(C)S(=O)(=O)c2cccs2)cc1,-49%
N#CC(/C(=N/S(=O)(=O)c1ccccc1)c1ccccc1)c1nc2ccccc2s1 (stereo not drawn),?
Nc1nccnc1C(=O)NCCc1cn2ccccc2n1,11%
O=C1CSc2ccc(C(=O)NOCc3ccccc3)cc2N1,-15%
Cc1cc(C)c(-n2nnnc2SCC(=O)NCCc2ccccc2)c(C)c1,6%
CCn1c(CC2CCN(Cc3cccc(C(=O)OC)n3)CC2)n[nH]c1=O,-4%
O=C(c1cnccn1)N1CCC(c2nc(C3CC3)no2)C1 (stereo not drawn),?
CN[C@@H](C)c1nc(C2CCOCC2)nn1CC1CCCCC1,31%[activator]
COc1ccc(C(=O)/C=C/c2ccc(C#N)cc2)cc1F,45%[activator]
CCCCCCCNC(=O)CCC(=O)NCCC,-1%

Copied from the list:
Value of CN(Cc1ccco1)C(=O)COc1ccc(N(C)S(=O)(=O)c2cccs2)cc1 under ALOX12 inh: -49%
Value of O=C(C1CCOCC1)N1CCC(N2C(=O)C(O)C23CCCCC3)CC1 (stereo not drawn) under ALOX12 inh: 5%

(further entries)
structure,ALOX12 inh
CCN(C)C(=O)C1=CN2CCN(Cc3ccccc3C(F)(F)F)C(=O)N=C2O1,-1%
O=S(=O)(c1cccc2nsnc12)N(Cc1ccccc1)C1CC1,20%
CN1c2cc(C(=O)Nc3cccc(OC(F)(F)F)c3)ccc2C(=O)N2CCCCC21 (stereo not drawn),-1%
O=C(O)CCc1ccc(OC(F)F)cc1,8%
CCOC(=O)C1=C(C)Nc2nc(SCc3ccc(F)cc3)nn2C1c1cccs1 (stereo not drawn),0%
COCCOC(=O)C(C#N)c1nc2ccccc2nc1N1CCN(c2ccccc2OC)CC1 (stereo not drawn),-7%
COc1cccc(NC(=O)c2nnn(Cc3nc(-c4ccc(OC)c(OC)c4)oc3C)c2N)c1,7%
CCC(=O)Nc1ccc(OCC(=O)N[C@H]2CN(C(C)C)C[C@@H]2OC)cc1,16%
CNC[C@@H]1OCc2ccccc2-c2c(n(C)c3ccccc23)C(=O)N([C@@H](C)CO)C[C@@H]1C,19%
O=C1c2c(-c3ccc(Br)cc3)noc2CCN1Cc1cn(Cc2cccnc2)nn1,0%
COCCCNc1oc(-c2ccccc2C)nc1C#N,-13%
Cn1nc2n(c1=O)CCN(S(=O)(=O)c1ccc3c(c1)OCCO3)CC2,-1%
O=S(=O)(c1ccc(Cl)cc1)N1CCN(C/C=C/c2ccccc2)CC1,?
O=C(Cc1ccccc1Cl)N1CCC2(CC1)NC(=O)N(c1ccc(F)cc1)N2,2.2µM*
Cc1ccc(-n2nnnc2SCc2nc3ccsc3c(=O)[nH]2)c(C)c1,?
N#Cc1ccc(S(=O)(=O)N2CCC3(CC2)CC(CC(=O)N2CCOCC2)CCO3)cc1 (stereo not drawn),53%[activator]
Cc1ccc(CN2CCc3c(cc(C(=O)O)n3C)C2)cc1,27%
Cc1cc(NC(=O)C(C)OC(=O)c2cc3ccccc3s2)no1 (stereo not drawn),-5%
COc1cc(OC)c(OC)cc1/C=C/C(=O)c1ccc(OC(F)F)cc1,?
CN(Cc1ccc(F)cc1)S(=O)(=O)c1cccs1,44%[activator][176 µM]
Cc1cc(N2CCN(C(C(=O)NC3CCCC3)c3ccc(-c4ccccc4)cc3)CC2)c2ccccc2n1 (stereo not drawn),-72%
C[C@H]1COc2cc(Br)ccc2S(=O)(=O)N1Cc1cn(Cc2ccc(C(F)(F)F)cc2)nn1,8%
CS(=O)(=O)c1ccc(OC[C@H]2C[C@@H](NC(=O)c3cnccn3)[C@H](O)[C@@H]2O)cc1,85%[activator]
CC(CNC(=O)Cn1nc(C(N)=O)c2ccccc2c1=O)(c1ccccc1)c1ccccc1,32µM*

(continued)
molecule	ALOX12 inh
Cc1nc(C(=O)N2C[C@@H](COc3ccccc3)[C@H](C(N)=O)C2)co1	31%
O=C(Nc1ccc(-n2cccn2)c(F)c1)C1CCN(C(=O)c2cccs2)CC1	19%
CCc1noc(-c2cn(C3CCCN(C(=O)c4ccc(C)s4)C3)nn2)n1 (stereo not drawn)	19%
Cc1ccccc1C(=O)Oc1ccc(F)cc1C(=O)/C=C/c1ccccc1F	-35%
Cc1ccc(-n2c(C3CCN(C(=O)c4cc(C)ccc4C)CC3)n[nH]c2=O)cc1	?
Cc1noc(C)c1C(=O)N1CCC2(CCCN(Cc3nccs3)C2)CC1	?
c1c(-c2nc(C3CCOC3)no2)sc2c1CCCC2 (stereo not drawn)	12%
Cc1ccc(C2Cn3nnc(C(=O)N4CCN(C(=O)c5ccco5)CC4)c3CO2)cc1 (stereo not drawn)	-8%
O=C(c1ccc(Cl)cc1)N1CCN(c2cc(-c3ccc(Cl)cc3)[nH]n2)CC1	6%
COC(=O)[C@@H]1Cc2c([nH]c3ccccc23)[C@H]2C[C@@H](N3CCOCC3)C[C@@H](c3ccc(F)cc3)N21	28%
Cc1nc(CSCCC(=O)NCC(C)(C)N2CCOCC2)cs1	-16%
CCCOc1ccc(OCC(=O)NC2CCc3ccccc32)cc1 (stereo not drawn)	-6%
CNC(=S)NNC(=O)c1cccc(C)c1	48%[activator]
COc1ccc(-n2nc(C3CCN(C(=O)C4CC4)CC3)[nH]c2=O)cc1	64%[activator][176 µM]
COc1ccccc1NC(=O)c1cnc(-c2ccc(F)cc2)nc1-c1ccncc1	5%
O=C(c1ccc(F)c(C(F)(F)F)c1)N1CC2CCC1C2 (stereo not drawn)	30%[activator]
Cc1ccc(Cn2ccnc2SCC(=O)NCc2ccc3c(c2)OCO3)cc1	-6%
CCC(=O)N1CCCC(n2c(C)cnc2-c2cccnc2)C1 (stereo not drawn)	12%
CN1C(=O)CO[C@H]2CN(S(C)(=O)=O)C[C@H]21	57%[activator][176 µM]
Cc1ccc(NC(=O)c2ccc3c(c2)N(S(C)(=O)=O)CC3)cc1	3%
COC(=O)c1cc2c3ccccc3n(C)c2s1	-1%
CCC(C)NC(=O)Nc1ccc2nc(N3CCOCC3)cc(C)c2c1 (stereo not drawn)	?
CCc1nc(-c2c3n(c(=O)n(CC(=O)Nc4cccc(C#N)c4)c2=O)CCCC3)no1	35%[activator]
Cc1n[nH]c(C)c1CCC(=O)N1CCC(C2CCN(S(C)(=O)=O)CC2)C1 (stereo not drawn)	38%[activator]
CCO[C@H]1CN(C(=O)c2ccc(Oc3ccccc3)o2)C[C@@H]1O	59%[activator]
Cc1ccc([N+](=O)[O-])cc1S(=O)(=O)NC(c1ccccc1)c1cccs1 (stereo not drawn)	-18%
Cc1cc(C)c(C(=O)c2sc(Nc3cccc(F)c3)nc2N)cc1C	?
Cc1cccc(/C=C/c2ccc3c([N+](=O)[O-])cccc3n2)c1	?
O=S(=O)(c1ccc(F)cc1)N1CCCC(Cn2c(C3CC3)nc3cccnc32)C1 (stereo not drawn)	0%
Cc1ccsc1-c1nc2ccccc2s1	?
CN(C)Cc1cc(CC2(NCc3ccc(N(C)C)cc3)COC2)no1	65%[activator][176 µM]
CC(C)N(C(=O)CSc1ccc(F)cc1)c1ccccc1	?
Cc1cc2cc(C(=O)N3CCC4(CC3)C(=O)N(C)c3ccccc34)ccc2o1	-7%
CC(=O)N(C)C1CCc2ccccc21 (stereo not drawn)	21%[176 µM]
CCOc1ccc2c(n1)CCN(C(=O)Nc1cc(C)ccc1C)C2	27%
CCCn1cnc2c1CN(S(=O)(=O)c1ccccc1)[C@H](C(=O)OC)C2	18%[176 µM]
O=C(Nc1ccc2c(c1)OCCO2)NC1CCN(C(=O)N2CC3CC(C2)[C@H]2CCCC(=O)N2C3)CC1 (stereo partly drawn)	44%[activator]
Nc1nccnc1C(=O)NCc1ccncc1	-20%
O=c1n(-c2ccc([N+](=O)[O-])cc2)nc2n1CCN(Cc1ccc(OC(F)(F)F)cc1)C2	?
Fc1ccc(-c2[nH]ncc2CNCc2cccs2)cc1	-25%
CCCCCCCCN1C(=O)[C@H](CC(=O)N2CCN(C(=O)OCC)CC2)C[C@@]2(C(=O)OC)CC(C)(C)CC=C12	-22%
COc1ccccc1C(=O)N1CCC(c2n[nH]c(=O)n2-c2ccc(C)cc2)CC1	-5%
CCCN1CCN(C(=O)c2c(C)oc3c2CN(Cc2ccc(C)cc2)CC3)CC1	13µM*
C=CCN1CCN(C(=O)[C@@H]2C[C@@H](O)CN2C2CCN(C(=O)c3cccc(OC)c3)CC2)CC1	28%
CN(C)CCCNCc1ccco1	?
Cc1ccc(C2Cn3nnc(C(=O)NC4CCCCC4)c3CO2)cc1 (stereo not drawn)	41%
COc1ccc(N2Cc3c(ncnc3N3CCC(O)CC3)N(C)CC2=O)cc1	2%
COCC(C)NCc1cc2ccc(OC)cc2nc1N1CCN(c2ccc(F)cc2)CC1 (stereo not drawn)	5%
COc1ccc(CN2CCCC(COc3ccccc3C(=O)NC3CC3)C2)c(OC)c1 (stereo not drawn)	10%
Cc1ccc(C(=O)N2CCC(C3CCN(Cc4cccc(F)c4F)CC3)C2)cn1 (stereo not drawn)	18%
O=C(NCCCc1ccccc1)c1cc2n(n1)CC(c1ccc3c(c1)OCO3)OC2 (stereo not drawn)	15%
Cn1c(=O)[nH]c(=O)c2c1nc(NCc1ccccc1)n2CCO	-31%
CC(=O)Nc1ccc(CNC2(Cc3cc(CN(C)C)on3)COC2)cc1	-10%[176 µM]
CNc1cc(C)nc(N2CC[C@H](N3CCOCC3)[C@H](CCC(=O)O)C2)n1	-26%
Cc1cc(C(=O)Nc2ccc(C(O)[C@H]3COCC(=O)N3)cc2)n(C)n1 (stereo partly drawn)	15%[176 µM]
c1cc2c(cc1N1CCC(N3CCC4(CCNCC4)C3)CC1)OCO2	34%
Cc1oc2ccc(NS(=O)(=O)c3ccccc3)cc2c1C(=O)O	15%
Cc1cnc(-n2ncc(C(=O)NCC(C)(C)N3CCOCC3)c2C(C)C)nc1-c1ccc(F)cc1	16%
CC(=O)C(=Cc1ccc(-c2cccc([N+](=O)[O-])c2)o1)C(C)=O	0.63µM*
Cc1noc(C)c1-c1nc(N(C)Cc2ccco2)c2ccccc2n1	-22%

New compounds follow
molecule	ALOX12 inh
COc1cccc(CNCc2cccn2-c2nnc(N3CCN(C)CC3)s2)c1OC	78%[activator]
COc1nc2cc(C)c(C)cc2nc1C(=O)Nc1ccc(C)cc1	8%
Cc1cc2nc(CSc3nc4ccc(NC(=O)Cc5ccccc5)cc4s3)cc(=O)n2o1	47%[activator]
COc1ccccc1C(C)NC(=O)c1nn(C(C)C)c(=O)c2ccccc12 (stereo not drawn)	-17%
O=C(Nc1ccccc1)c1ccc2c(c1)n(Cc1cccc(F)c1)c(=O)c1ccnn12	16%
CC(C)CCN1CC(CN[S+](=O)([O-])c2ccccc2)C2(C1)CN(c1ccccc1)C2 (stereo not drawn)	-1%[176 µM]
O=C1NC(=NC2CCCCC2)C2(CCN(Cc3ccsc3)C2)N1c1cccnc1 (stereo not drawn)	5%[6.33 µM]
O=C(NCc1ccc2c(c1)OCO2)C1CN(c2ccc(F)cc2)C(=O)N1 (stereo not drawn)	54%[activator]
Cc1noc(C)c1S(=O)(=O)N1CCC2(C1)C(=O)N(C)c1ccccc12 (stereo not drawn)	75%[activator]
Cc1nn(-c2ncccn2)c2c1C(c1ccc(OCCc3ccccc3)cc1)CC(=O)N2 (stereo not drawn)	?
O=C(CN1CCCc2nc(C3CC3)ncc2C1=O)NCCN1CCOCC1	31%[activator]

5 structures from above, ordered by molecular weight, ascending.
molecule	ALOX12 inh
COc1nc2cc(C)c(C)cc2nc1C(=O)Nc1ccc(C)cc1	8%
O=C(CN1CCCc2nc(C3CC3)ncc2C1=O)NCCN1CCOCC1	31%[activator]
Cc1nn(-c2ncccn2)c2c1C(c1ccc(OCCc3ccccc3)cc1)CC(=O)N2 (stereo not drawn)	?
COc1cccc(CNCc2cccn2-c2nnc(N3CCN(C)CC3)s2)c1OC	78%[activator]
Cc1cc2nc(CSc3nc4ccc(NC(=O)Cc5ccccc5)cc4s3)cc(=O)n2o1	47%[activator]
